Tau fibril FP = qHTS for Inhibitors of Tau Fibril Formation, Fluorescence Polarization; AID 1468, 2008; Potency, µM (doses to about 57.7 µM), inactives show at the highest dose activity, negative = inhibition, usual class: inhibitors; K18 P301L tau heparin fibrillization, Alexa594 FP, 6 h; 280,000 compounds, 0.39% hits; Microtubule-associated protein tau (Homo sapiens), P10636; further: potency means the concentration at half of the fitted maximal effect; on the % scale 0 is the no-effect control and ±100 the full control effect; nearly all actives have a fitted effect of over 55% in size
Target sequence (P10636 561-689 P618L limits assumed): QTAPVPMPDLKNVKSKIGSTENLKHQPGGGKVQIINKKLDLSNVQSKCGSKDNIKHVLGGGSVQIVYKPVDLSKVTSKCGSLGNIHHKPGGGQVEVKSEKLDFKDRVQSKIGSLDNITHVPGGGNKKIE
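Heparin (20 uM) drove fibril formation of recombinant tau K18 P301L, 15 uM unlabeled with 0.24 uM Alexa 594 label, for 6 hr at 37 C in 100 mM sodium acetate pH 7. Fluorescence polarization (555/632 nm) read 1 hr after 30 uM ThT.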
GLA spleen mod = qHTS Assay for Inhibitors and Activators of Human alpha-Galactosidase From Spleen Homogenate; human spleen homogenate, 4MU-alpha-Gal fluorescence, 40 min; Potency, µM (series often up to 80 µM), inactives show at the highest dose activity change, negative = inhibition, actives largely listed as inhibitors; 240,000 compounds, 0.008% hits; AID 2107, 2009;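 further: potency means the concentration at half of the fitted maximal effect; 0% = enzyme with vehicle and -100% = no enzyme basal signal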
Target sequence (P06280 32-429 limits assumed): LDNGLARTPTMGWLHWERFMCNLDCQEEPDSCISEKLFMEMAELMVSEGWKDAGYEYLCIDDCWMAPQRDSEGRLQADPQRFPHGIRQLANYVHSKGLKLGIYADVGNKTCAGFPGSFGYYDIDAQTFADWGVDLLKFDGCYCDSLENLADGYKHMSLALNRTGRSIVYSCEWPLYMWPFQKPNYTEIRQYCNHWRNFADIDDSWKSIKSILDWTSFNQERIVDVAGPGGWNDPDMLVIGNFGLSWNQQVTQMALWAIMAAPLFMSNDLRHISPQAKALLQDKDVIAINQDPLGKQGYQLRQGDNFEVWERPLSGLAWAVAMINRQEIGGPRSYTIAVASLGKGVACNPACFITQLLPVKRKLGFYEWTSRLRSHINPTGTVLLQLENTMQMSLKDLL
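Spleen homogenate 1 ug + cpd (titration) + 4-MU-alpha-D-galactopyranoside 1 mM; 37C 40 min; 50 mM citrate/phosphate pH 5.0, 0.01% Tween-20; stop pH 10; fluorescence 365/440; AC50 via Hill.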
Epigenetic reg = Quantitative High-Throughput Screen for Regulators of Epigenetic Control; murine LDR cells, GFP reporter derepression, 30 h; Potency, µM (doses to about 53.9 µM), inactives show at the top dose GFP activation, hits mostly activators; 280,000 compounds, 0.2% hits; further: potency means the concentration at half of the fitted maximal effect; % of control where 0% means no effect; nearly all actives have a fitted effect of over 60% in size
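Derepression of a silenced CMV-GFP reporter in murine LDR cells is scored by enumerating GFP-positive cells with a laser-scanning microplate cytometer after 30 hours of treatment at 37 C.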
TR SRC2 fluor cs = Total Fluorescence Counterscreen for Inhibitors of the Interaction of Thyroid Hormone Receptor and Steroid Receptor Coregulator 2; 280,000 compounds, 0.29% hits; Potency, µM (top dose mostly 106 µM), inactives show at the highest dose fluorescence change, negative = quenching; AID 1479, 2009; TRb/SRC2 Texas Red total fluorescence interference; active means well fitted curve in either direction with a large enough effect; inconclusive means small, poorly fitted or top-dose-only effect; further: potency means the concentration at half of the fitted maximal effect; on the % scale 0 is the no-effect control and ±100 the full control effect
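Flags fluorescent or light-absorbing compounds by total fluorescence, S + 2P, at 555 nm excitation and 632 nm emission. Mixture: 20 nM Texas Red SRC2 peptide, 0.6 uM human TRb LBD, 1 uM T3, 5% DMSO; compound exposure 5 h at ambient temperature.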
CBFb RUNX1 block = qHTS Assay for Compounds Blocking the Interaction Between CBF-beta and RUNX1 for the Treatment of Acute Myeloid Leukemia. AlphaScreen CBFb-His/RUNX1-biotin binding, biochemical. AID 1477, 2009. Potency, µM (doses to about 59.8 µM), for the others: at the highest dose activity, negative = inhibition, usual class: inhibitors. 230,000 tested, under 10 active; further: % of control where 0% means no effect
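AlphaScreen binding: CBFb-His and RUNX1-biotin (30 nM each) preincubated 20 min, compound added for 15 min, then nickel and streptavidin beads for 90 min, all at room temperature. Disruption of the interaction by any mechanism counts as activity.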
NPSR antag = qHTS Assay for Antagonists of the Neuropeptide S Receptor: cAMP Signal Transduction; Q6W5P4; CHO-NPSR cells, cAMP TR-FRET, antagonist mode; Potency, µM (series often up to 38.3 µM), for inactives: at the highest dose activity change, negative = inhibition, hits mostly inhibitors; 220,000 compounds, 1% hits; AID 1461, 2008; further: potency means the concentration at half of the fitted maximal effect; on the % scale 0 is the no-effect control and ±100 the full control effect; nearly all actives have a fitted effect of over 50% in size; many of its hits are not listed in these tables
TRb SRC2 PPI = qHTS for Inhibitors of the Interaction of Thyroid Hormone Receptor and Steroid Receptor Coregulator 2; Thyroid hormone receptor beta (Homo sapiens), P10828; TRbeta-SRC2 peptide binding, fluorescence polarization; receptor liganded with 1 µM T3; Potency, µM (titrated, usually from 106 µM), for the others: at the top dose activity change, negative = inhibition, hits mostly inhibitors; 280,000 compounds, 0.065% hits; AID 1469, 2008;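 further: potency means the concentration at half of the fitted maximal effect; plate controls were bound peptide for no effect and peptide without receptor for full effect; nearly all actives have a fitted effect of over 50% in size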
Target sequence (P10828 whole entry, looked up): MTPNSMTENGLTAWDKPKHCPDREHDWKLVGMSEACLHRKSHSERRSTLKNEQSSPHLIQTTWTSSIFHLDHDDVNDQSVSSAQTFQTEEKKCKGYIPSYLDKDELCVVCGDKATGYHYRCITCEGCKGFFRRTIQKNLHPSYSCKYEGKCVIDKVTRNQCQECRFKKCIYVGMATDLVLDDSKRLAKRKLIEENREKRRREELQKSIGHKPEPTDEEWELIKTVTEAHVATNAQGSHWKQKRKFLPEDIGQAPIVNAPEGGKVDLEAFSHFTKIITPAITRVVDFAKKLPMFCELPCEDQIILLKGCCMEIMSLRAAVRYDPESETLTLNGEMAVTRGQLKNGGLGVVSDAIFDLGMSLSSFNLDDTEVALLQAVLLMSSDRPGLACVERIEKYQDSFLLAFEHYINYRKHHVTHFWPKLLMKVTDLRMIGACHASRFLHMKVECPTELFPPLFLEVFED
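Polarization signal, normalized between peptide-alone and full complex controls, measured compound effects on T3-liganded human TRb LBD (0.6 uM) binding 20 nM Texas Red SRC2 peptide after 5 hr.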
Tau fluor cs = Counterscreen qHTS for Inhibitors of Tau Fibril Formation, Fluorescence Polarization. tau K18 P301L Alexa594 fluorescence, heparin fibrillization. Potency, µM (titrated, usually from 57.7 µM), for inactives: at the highest dose activity change, negative = decrease. 280,000 compounds, 0.93% hits. AID 1463, 2008; further: potency means the concentration at half of the fitted maximal effect; on the % scale 0 is the no-effect control and ±100 the full control effect; nearly all actives have a fitted effect of over 55% in size
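Human tau K18 P301L (15 uM unlabeled, 0.24 uM Alexa 594-labeled) in 100 mM sodium acetate pH 7 with 20 uM heparin, 6 hr at 37 C. ThT 30 uM added, 1 hr ambient; Alexa 594 FP and total fluorescence read at 555/632 nm.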
Starred values were filed as active, the others as inactive; ? = inconclusive; . = no result given; [ ] = remark or other dose. Unless noted, the call rests on the fitted dose curve; in most records, active means well fitted curve in the direction sought with a large enough effect; inconclusive means small, poorly fitted or top-dose-only effect, or another doubt; inactive means no such curve, though single readings can be large; an effect the other way counts as inactive or inconclusive. Some of the compounds tested; rates above refer to the full screens.

SMILES	Tau fibril FP	GLA spleen mod	Epigenetic reg	TR SRC2 fluor cs	CBFb RUNX1 block	NPSR antag	TRb SRC2 PPI	Tau fluor cs
CCOc1ncccc1C(=O)Nc1cccc(-c2nnc3n2CCCCC3)c1	3%	-11%	1.1%	2%	-1%	3%	0%	0%
Cc1ccc(N=Cc2cc(Cc3ccccc3Cl)cc([N+](=O)[O-])c2O)c(O)c1	?	-6%	-0.1%	?	?	?	-7%	?
O=C(O)C1CCN(C(=O)c2ccccc2Cl)CC1	2%	4%	3.6%	0%	2%	-4%[46.1 µM]	7%	-4%
CN1C(=O)/C(=C\c2ccncc2)SC1=Nc1ccccc1	-4%	1%	-6.1%	-2%	3%	-3%	-8%	-4%
O=C(NNC(=S)NC(=O)c1ccccc1[N+](=O)[O-])c1ccccc1[N+](=O)[O-]	0%	13%	0.1%	-2%	-5%	-9%[46.1 µM]	-1%	-6%
COCCCNC(=O)CC(NS(=O)(=O)c1ccc(OC)cc1)c1ccc(OC)cc1 (stereo unspecified)	-1%	9%	-4.5%	0%	9%	-8%[46.1 µM]	5%	-10%
Cc1ccc(S(=O)(=O)NC(=O)Nc2nccs2)cc1	4%	7%	-0.4%	-3%	-2%	-28%	5%	-5%
CCc1cccc(C)c1NC(=O)COC(=O)CNS(=O)(=O)/C=C/c1ccccc1	0%	-15%	-1.8%	1%	1%	19%	-3%	-7%
N/C(=N\OC(=O)c1cc(Br)ccc1Cl)c1cccnc1	-5%	0%	0.0%	1%	3%	6%	0%	7%
O=C1Nc2c(c(=O)[nH]c(=O)n2-c2ccccc2F)C(C(F)(F)F)(C(F)(F)F)N1	-1%	0%	-3.5%	-3%	14%	?	7%	0%
COc1ccc(-c2nnc(Nc3nc4c(OC)cccc4s3)o2)c(OC)c1	0%	?	3.1%	-10%	-20%	-23%	-4%	-22%
CC(C)(C)OC(=O)N1CCN(c2ccc(NC(=O)Cn3nnc(-c4ccccc4)n3)cc2)CC1	4%	5%	2.1%	0%	-7%	-30%	0%	?
Cc1nc2ccc(NC(=O)NCCCO)cc2s1	-1%	?	-2.0%	-1%	2%	-6%[46.1 µM]	2%	-1%
COc1ccccc1CCNC(=O)C(=O)NCC(c1ccco1)S(=O)(=O)c1ccc(F)cc1 (stereo unspecified)	-6%	.	1.8%	0%	.	.	-1%	-14%
CC(=O)c1cccc(NC(=O)C(OC(=O)c2cccs2)c2ccccc2)c1 (stereo unspecified)	-2%	8%	3.4%	-1%	-1%	-11%	8%	3%
CCC(=O)Nc1nc2n(n1)C(c1ccc(OC)cc1)C=C(c1ccccc1)N2 (stereo unspecified)	-11%	-4%	1.6%	0%	-15%	?	5%	-4%
COCCCNC(=O)c1ccc2nc(Cc3ccc(OC)cc3)oc2c1	1%	.	0.0%	-3%	.	.	5%	-5%
Cc1nc(C)c(C(=O)NNS(=O)(=O)c2ccccc2)s1	9%	-2%	0.0%	-2%	-4%	22%	-3%	10%
COc1cc(NC(=O)COc2ccc(Cl)cc2)ccc1NC(=O)C(C)C	0%	-3%	-0.4%	0%	9%	-7%	4%	7%
C1CCN(Cc2nnnn2CC2CCCO2)CC1 (stereo unspecified)	12%	4%	-0.2%	-2%	-2%	-29%	0%	14%
Cc1nnc(SCC(=O)N2CCOCC2)c2ccccc12	-5%	8%	-0.8%	3%	-2%	9%[46.1 µM]	-13%	1%
CCCc1nnc2c(N(C)S(=O)(=O)c3ccc(C)cc3)nc3ccccc3n12	4%	-1%	10%	1%[53 µM]	-2%	-55%	-2%[53 µM]	12%
CCN(CC)C(=S)SCC(=O)c1c(C)[nH]c2ccccc12	?	0%	0.0%	-6%	-4%	-21%	-20%	?
CN(C(=O)c1ccc(S(=O)(=O)NC2CCCC2)cc1)C1CCCCC1	-2%	3%	0.0%	-2%	-1%	2%[46.1 µM]	8%	2%
Fc1ccc(-c2ccnc3nc(N4CCN(c5ccccc5)CC4)nn23)cc1	12%	-3%	0.0%	-1%	2%	-5%[46.1 µM]	-1%	-8%
CCC(=NCCc1ccc(OC)c(OC)c1)C1=C(O)CC(C)(C)CC1=O	-3%	-1%	-1.1%	3%	-9%	-5%	-8%	-7%
CCSc1cc(C2C(C(=O)OC)=C(C)NC3=C2C(=O)CCC3)c(C)o1 (stereo unspecified)	-10%	6%	1.5%	-3%	2%	18%[46.1 µM]	0%	-4%
Cc1cc(C)n(CC(=O)N2CCCC(C(=O)c3cccc(OC(C)C)c3)C2)n1 (stereo unspecified)	1%	-7%	-1.1%	1%	3%	10%	-4%	-1%
N=c1c2c3c(sc2nc2n1CCCCC2)CCCC3	-5%	-2%	-1.2%	2%	9%	0%[46.1 µM]	-3%	-3%
Cc1ccccc1OCC(=O)Nc1ccc2[nH]c(=O)sc2c1	-7%	.	5.6%	-2%	.	.	-2%	?
CNC(=O)CCn1nc(-c2ccccc2)c2ccccc2c1=O	0%	-1%	-0.8%	0%	2%	-10%[46.1 µM]	-4%	-4%
C=CCc1c(C)nc2nc(SCC(=O)Nc3ccc(OCC)cc3)nn2c1C	-3%	.	0.6%	1%	.	.	3%	-7%
Cc1nn2c(-c3cccc(NC(=O)c4ccc(Cl)cc4)c3)nnc2c2ccccc12	-6%	.	-1.0%	-67%	.	.	-23%	-16%
COc1ccc(-c2cn3nc(N4CCCC(C(=O)Nc5cccc(OC)c5)C4)sc3n2)cc1 (stereo unspecified)	?	.	-0.2%	-4%	.	.	-4%	?
Cc1ccc(-n2nnc(-c3nsc(NC(=O)c4ccccc4C)n3)c2C)cc1Cl	-14%	.	-1.3%	1%	.	.	-4%	-4%
COc1ccc(N=C2SC(CC(=O)Nc3ccc(F)cc3)C(=O)N2Cc2ccco2)cc1 (stereo unspecified)	?	-5%	-3.0%	1%	-1%	-49%	4%	?
O=C(CO/N=C/c1ccc(OC(F)F)cc1)NCc1cccs1	4%	8%	-0.9%	0%	-9%	-1%	3%	-8%
CCOC(=O)/C(=C\c1cccnc1)C(=O)c1cc(C(C)=O)c(Nc2ccccc2)s1	?	-1%	?	-1%	-3%	3.2µM*	1%	-15%
CCOc1ccc2nc(NC(=O)CSc3nc4c(c(=O)n(C)c(=O)n4C)n3C(C)C)sc2c1	-4%	-7%	-1.0%	0%	1%	-4%[46.1 µM]	7%	-15%
Cc1nn(C)c(C)c1NC(=O)CSc1nc(-c2ccccc2Cl)nc2c1cnn2-c1ccccc1	?	-4%	0.9%	4%	9%	-20%[46.1 µM]	-7%	-14%
O=C(COC(=O)c1sc2cc(Cl)ccc2c1Cl)Nc1ncc(Cl)cc1Cl	0%	-1%	1.1%	1%	3%	-30%	1%	-2%
COc1ccc(CNC(=O)CCc2nc(-c3ccc(C)cc3)no2)c(OC)c1	5%	.	-1.8%	-1%	.	.	0%	-19%
Cc1ccc(NC(=O)CN(c2ccc(Cl)cc2)S(=O)(=O)c2cc([N+](=O)[O-])ccc2Cl)cc1	10%	-11%	1.1%	3%	-14%	-25%	2%	?
Cc1cccc(S(=O)(=O)Nc2nc3ccccc3nc2NCc2ccco2)c1	-9%	9%	-1.1%	-5%	9%	-20%[46.1 µM]	-7%	-21%

Sorted by SMILES length (smallest number first): ten of the compounds above.
SMILES	Tau fibril FP	GLA spleen mod	Epigenetic reg	TR SRC2 fluor cs	CBFb RUNX1 block	NPSR antag	TRb SRC2 PPI	Tau fluor cs
O=C(CO/N=C/c1ccc(OC(F)F)cc1)NCc1cccs1	4%	8%	-0.9%	0%	-9%	-1%	3%	-8%
Cc1cccc(S(=O)(=O)Nc2nc3ccccc3nc2NCc2ccco2)c1	-9%	9%	-1.1%	-5%	9%	-20%[46.1 µM]	-7%	-21%
COc1ccc(CNC(=O)CCc2nc(-c3ccc(C)cc3)no2)c(OC)c1	5%	.	-1.8%	-1%	.	.	0%	-19%
Cc1ccc(-n2nnc(-c3nsc(NC(=O)c4ccccc4C)n3)c2C)cc1Cl	-14%	.	-1.3%	1%	.	.	-4%	-4%
Cc1nn2c(-c3cccc(NC(=O)c4ccc(Cl)cc4)c3)nnc2c2ccccc12	-6%	.	-1.0%	-67%	.	.	-23%	-16%
COc1ccc(N=C2SC(CC(=O)Nc3ccc(F)cc3)C(=O)N2Cc2ccco2)cc1 (stereo unspecified)	?	-5%	-3.0%	1%	-1%	-49%	4%	?
COc1ccc(-c2cn3nc(N4CCCC(C(=O)Nc5cccc(OC)c5)C4)sc3n2)cc1 (stereo unspecified)	?	.	-0.2%	-4%	.	.	-4%	?
Cc1nn(C)c(C)c1NC(=O)CSc1nc(-c2ccccc2Cl)nc2c1cnn2-c1ccccc1	?	-4%	0.9%	4%	9%	-20%[46.1 µM]	-7%	-14%
CCOc1ccc2nc(NC(=O)CSc3nc4c(c(=O)n(C)c(=O)n4C)n3C(C)C)sc2c1	-4%	-7%	-1.0%	0%	1%	-4%[46.1 µM]	7%	-15%
Cc1ccc(NC(=O)CN(c2ccc(Cl)cc2)S(=O)(=O)c2cc([N+](=O)[O-])ccc2Cl)cc1	10%	-11%	1.1%	3%	-14%	-25%	2%	?
